# Screens from PubChem BioAssay.
# G9a block: qHTS Assay for Inhibitors of Histone Lysine Methyltransferase G9a. 8.8% of 350,000 active. G9a H3K9 monomethylation, AlphaScreen, 2 h. Potency, µM (doses to about 102 µM), without a hit: at the highest dose activity, negative = inhibition, hits mostly inhibitors. AID 504332, 2011; active = well fitted inhibition curve with a large enough effect; inconclusive = small, poorly fitted or top-dose-only effect; inactive = no such curve, though single readings can be large or run the other way; note: nearly all actives have a fitted effect of over 75% in size
# Target sequence (Q96KQ7 913-1193 limits assumed): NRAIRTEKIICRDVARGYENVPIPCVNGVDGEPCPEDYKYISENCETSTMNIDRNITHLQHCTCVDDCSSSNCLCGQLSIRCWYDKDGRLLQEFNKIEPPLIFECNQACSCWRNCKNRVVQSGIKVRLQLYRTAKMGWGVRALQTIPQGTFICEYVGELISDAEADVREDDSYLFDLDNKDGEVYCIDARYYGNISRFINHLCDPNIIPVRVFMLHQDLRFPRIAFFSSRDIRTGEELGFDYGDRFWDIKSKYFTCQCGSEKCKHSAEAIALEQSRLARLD
#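 Using a bead-based AlphaScreen, monomethylated H3K9 product from 2 h room-temperature reactions (G9a 20 nM, peptide 500 nM, SAM 20 uM) was detected with 0.5 ug/mL rabbit anti-H3K9me1 antibody.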
# * hit, by the source's call; ? = inconclusive; [ ] = dose if it differs, or a comment. % is set by controls: 0 for no effect and ±100 for the full control effect; potency is the fitted concentration of half-maximal effect. This is a subset; rates above refer to the full screens.
O=c1c(-c2cccs2)nc2cnc(N3CCNCC3)nc2n1C1CC1
  G9a block: 5%[0.501 µM]

CN(C)c1ncc2nc(-c3cc(F)cc(F)c3)c(=O)n(Cc3cccs3)c2n1
  G9a block: 1%[12.7 µM]

CC1=CC(=O)C2=C(C)CC[C@@H]3[C@@H](OC(=O)[C@H]3C)[C@H]12
  G9a block: 22%[21.5 µM]

O=c1c(-c2cccs2)nc2cnc(Oc3ccccc3)nc2n1C1CC1
  G9a block: 5%[12.7 µM]

C=C1C2CC[C@@]3(C)C(c4ccoc4)OC(=O)C[C@@]13OC1CC(OC(C)=O)C(C)(C)C(CC(=O)OC)[C@@]12C (some centres undefined)
  G9a block: -42%[2.33 µM]

C[C@@]12C=Cc3occc3C1CC[C@@]13C[C@@H](CCC12)[C@@](O)(CO)C3 (some centres undefined)
  G9a block: 14µM*

COc1cccc(Nc2ncc3nc(CCc4ccccc4)c(=O)n(C4CC4)c3n2)c1
  G9a block: 0%[12.7 µM]

COc1cc2oc(=O)cc(-c3ccc(-c4sccc4C=O)cc3)c2c(OC)c1OC
  G9a block: 14%[59 µM]

CC(=O)NCCNc1ccnc(-c2ccccc2C)n1
  G9a block: 11%[0.501 µM]

COCCn1c(=O)c(-c2cccc(C#N)c2)nc2cnc(OC)nc21
  G9a block: 3%[0.501 µM]

COc1ccc(Oc2ncc3nc(CCc4ccccc4)c(=O)n(C4CC4)c3n2)cc1
  G9a block: -3%[12.7 µM]

COCC(=O)N1CCC[C@@]2(CCN(C(c3ccccc3)c3ccccc3)C2)C1
  G9a block: 1%[12.7 µM]

CN(C)c1ccc(-c2ccc3ncnc(-n4ccnc4)c3c2)cc1
  G9a block: -37%[0.501 µM]

C[C@H](NCCC(c1ccccc1)c1ccccc1)c1ccccc1
  G9a block: 0%[21.5 µM]

O=C(c1ccco1)N1CCC[C@@]2(CCN(c3ccccc3)C2)C1
  G9a block: -29%[12.7 µM]

CC1(C)C(OC(=O)CCC(=O)O)CC[C@]2(C)C1CC[C@@]1(C)C2C(=O)C=C2[C@@H]3C[C@@](C)(C(=O)O)CC[C@]3(C)CCC21C (some centres undefined)
  G9a block: 1%[2.33 µM]

Cn1c(=O)c2c3c(sc2n2c(SCc4ccc5c(c4)OCO5)nnc12)COC(C)(C)C3
  G9a block: 24%[59 µM]

COc1ccccc1CN1CCCC2(CCN(C(=O)c3cccn3C)CC2)C1
  G9a block: 7%[12.7 µM]

CO[C@]1(NC(=O)Cc2cccs2)C(=O)N2C(C(=O)O)=C(COC(N)=O)CS[C@H]21
  G9a block: -4%[21.5 µM]

COC(=O)CC1C(C)(C)C(O)C2CC3=C4CC(O)OC(c5ccoc5)[C@]4(C)CCC3[C@@]1(C)C2=O (some centres undefined)
  G9a block: -42%[2.33 µM]

COc1ncc2nc(-c3cccs3)c(=O)n(C)c2n1
  G9a block: 12%[0.501 µM]

CN(C)c1ccc(-c2cncnc2-n2ccnc2)cc1
  G9a block: -9%[0.501 µM]

COCC(=O)N1CCC2(CCCN(c3ccccc3)C2)CC1
  G9a block: -3%[12.7 µM]

Cn1cccc1C(=O)N1CCC2(CC1)CCN(c1ncccn1)CC2
  G9a block: -20%[12.7 µM]

O=C(c1ccncc1)N1CCC2(CC1)CN(c1ccccc1)C2
  G9a block: 28%[12.7 µM]

Cc1ccccc1-c1nc(N(C)C)c2ccccc2n1
  G9a block: 9%[0.501 µM]

c1ccc2c(NC3CCNCC3)nc(-c3ccoc3)nc2c1
  G9a block: 15%[0.501 µM]

CN1CCN(c2ncc3ncc(=O)n(CCc4ccccc4)c3n2)CC1
  G9a block: -3%[0.501 µM]

Cc1noc(C)c1-c1ccc2ncnc(NC3CCNCC3)c2c1
  G9a block: -31%[0.501 µM]

O=C(Nc1ccccc1)N1CC2(CCN(C(=O)c3ccncc3)CC2)C1
  G9a block: 8%[12.7 µM]

C[C@@H](O)CNC(C)(C)CC(=O)N[C@@H]1CCc2ccccc2N(Cc2ccc(-c3ccccc3-c3nn[nH]n3)cc2)C1=O
  G9a block: 18%[59 µM]

COCCn1c(=O)c(-c2cccc(C#N)c2)nc2cnc(N3CCOCC3)nc21
  G9a block: 8%[0.501 µM]

Cn1c2ccccc2c2c3c(c4c5ccccc5n(CCC#N)c4c21)CNC3=O
  G9a block: 0%[59 µM]

O=c1cnc2cnc(Oc3cccc(Cl)c3)nc2n1Cc1ccc(F)cc1
  G9a block: -4%[12.7 µM]

COc1cccc(Nc2ncc3nc(-c4cccs4)c(=O)n(CCC#N)c3n2)c1
  G9a block: 10%[0.501 µM]

N#Cc1cccc(-c2nccc(NCc3cccnc3)n2)c1
  G9a block: 15%[0.501 µM]

CN(N=O)C(=O)N[C@H]1C(O)C(O)C(CO)O[C@@H]1O (some centres undefined)
  G9a block: -48%[2.33 µM]

CS(=O)(=O)N1CCC[C@@]2(CCN(c3ncccn3)C2)C1
  G9a block: 1%[12.7 µM]

COc1ccc(NC(=O)N2CCC3(CC2)CCN(C(=O)c2ccco2)CC3)cc1
  G9a block: 0%[12.7 µM]

COc1ncc2nc(-c3ccccc3)c(=O)n(Cc3cccs3)c2n1
  G9a block: 3%[12.7 µM]

Cc1cccc(CNc2ncncc2-c2ccc(C(=O)N(C)C)cc2)c1
  G9a block: 46%[0.501 µM]

COc1ccc(-c2cc(=O)c3ccc(F)cc3[nH]2)cc1
  G9a block: 10%

O=c1c(-c2cccs2)nc2cncnc2n1-c1ccccc1
  G9a block: -19%[0.501 µM]

COCC(=O)N1CCC2(CC1)CN(Cc1ccc(C#N)cc1)C2
  G9a block: 7%[12.7 µM]

Clc1cc(Cl)cc(C2=N[C@@H](Cc3ccccc3)CO2)c1
  G9a block: 87%[activator]

COc1ccc2c(c1)C(c1cc(OC)c(OC)c(OC)c1)CC(=O)O2 (centres undefined)
  G9a block: 11%

O=C(/C=C/c1ccccc1)c1ccc(O)cc1O
  G9a block: -24%[2.33 µM]

c1nc(NCCN2CCOCC2)c2cc(-c3ccoc3)ccc2n1
  G9a block: 0%[0.501 µM]

COc1ccc(-c2nc3cnc(N4CCOCC4)nc3n(C)c2=O)cc1
  G9a block: -4%[0.501 µM]

COc1ncc2nc(C)c(=O)n(C3CC3)c2n1
  G9a block: 10%[0.501 µM]

# The closing four entries of the part before come first, to join the parts:
O=C(/C=C/c1ccccc1)c1ccc(O)cc1O
  G9a block: -24%[2.33 µM]

c1nc(NCCN2CCOCC2)c2cc(-c3ccoc3)ccc2n1
  G9a block: 0%[0.501 µM]

COc1ccc(-c2nc3cnc(N4CCOCC4)nc3n(C)c2=O)cc1
  G9a block: -4%[0.501 µM]

COc1ncc2nc(C)c(=O)n(C3CC3)c2n1
  G9a block: 10%[0.501 µM]

CC(C)[C@H]1c2ccc(F)cc2CC[C@@]1(CCN(C)CCCc1nc2ccccc2[nH]1)OC(=O)C1CC1
  G9a block: 13µM*

CN1CCN(c2ncnc3ccc(-c4cccnc4)cc23)CC1
  G9a block: -2%[0.501 µM]

COc1ccc(-c2nc3cnc(N(C)C)nc3n(Cc3cccs3)c2=O)cc1
  G9a block: 11%[0.501 µM]

COc1cc(C/C=C/c2ccccc2)c(OC)cc1O
  G9a block: ?

N#Cc1cccc(-c2nc3cnc(N4CCOCC4)nc3n(Cc3ccc(F)cc3)c2=O)c1
  G9a block: 2%[0.501 µM]

COC(=O)[C@H](CCCN=C(N)N)NC(=O)CCCc1c(-c2ccccc2)[nH]c2c(F)cc(F)cc12
  G9a block: ?

CS(=O)(=O)N1CCC2(CC1)CN(c1ncccn1)C2
  G9a block: -4%[12.7 µM]

CCOC(OCC)P(=O)(O)CCCNCc1ccc(Cl)c(Cl)c1
  G9a block: 29%[59 µM]

COc1cccc(-c2cc(NCc3ccc(OC)cc3OC)ncn2)c1
  G9a block: 13%[0.501 µM]

O=C(Nc1cccc(F)c1)N1CCC2(CC1)CCN(S(=O)(=O)c1ccccc1)CC2
  G9a block: 1%[12.7 µM]

O=C(Nc1ccccc1)N1CCC2(CC1)CCN(C(=O)c1ccco1)CC2
  G9a block: 4%[12.7 µM]

O=c1cnc2cncnc2n1Cc1ccccc1
  G9a block: 6%[0.501 µM]

COc1ncc2nc(-c3cccc(C#N)c3)c(=O)n(CCC#N)c2n1
  G9a block: 6%[12.7 µM]

CN(C)c1ncc2nc(-c3cc(F)cc(F)c3)c(=O)n(Cc3ccc(F)cc3)c2n1
  G9a block: 14%[0.501 µM]

O=c1c(-c2ccc(Cl)cc2)nc2cnc(N3CCNCC3)nc2n1Cc1ccc(F)cc1
  G9a block: -6%[12.7 µM]

FC(F)(F)c1cc(CN2CC3(CCNCC3)C2)cc(C(F)(F)F)c1
  G9a block: 5%[12.7 µM]

CC(C)NC[C@H](O)c1ccc2ccccc2c1
  G9a block: 1%[21.5 µM]

CN1CCN(c2ncc3nc(-c4cccc(C#N)c4)c(=O)n(CCc4ccccc4)c3n2)CC1
  G9a block: 9%[0.501 µM]

COc1cccc(Nc2ncc3ncc(=O)n(CCc4ccccc4)c3n2)c1
  G9a block: -15%[0.501 µM]

COc1ccc(-c2nc3cnc(Nc4ccccc4)nc3n(CCC#N)c2=O)cc1
  G9a block: -4%[12.7 µM]

# The final 4 records of the section before open the next one.
CC(C)NC[C@H](O)c1ccc2ccccc2c1
  G9a block: 1%[21.5 µM]

CN1CCN(c2ncc3nc(-c4cccc(C#N)c4)c(=O)n(CCc4ccccc4)c3n2)CC1
  G9a block: 9%[0.501 µM]

COc1cccc(Nc2ncc3ncc(=O)n(CCc4ccccc4)c3n2)c1
  G9a block: -15%[0.501 µM]

COc1ccc(-c2nc3cnc(Nc4ccccc4)nc3n(CCC#N)c2=O)cc1
  G9a block: -4%[12.7 µM]

CCOC(=O)C(Cc1ccc(O)cc1)NC(C)=O (centres undefined)
  G9a block: 2%[2.33 µM]

CN1CCCC2(CCN(C(=O)c3cnccn3)CC2)C1
  G9a block: 4%[12.7 µM]

C=CC(C1=CC(=O)C(OC)=CC1=O)c1ccccc1 (centres undefined)
  G9a block: ?

COc1ccccc1CN1CCC2(CC1)CCN(C(C)=O)CC2
  G9a block: 10%[12.7 µM]

COCCn1c(=O)c(-c2ccc(OC)cc2)nc2cnc(N3CCNCC3)nc21
  G9a block: -7%[12.7 µM]

CN(C)Cc1ccccc1-c1nc(NC2CC2)c2ccccc2n1
  G9a block: 6%[0.501 µM]

COc1cccc(Cn2c(=O)c(-c3ccccc3)nc3cncnc32)c1
  G9a block: 13%[0.501 µM]

CN(Cc1ccco1)c1ncncc1-c1ccccc1C(F)(F)F
  G9a block: 6%[0.501 µM]

COc1ccccc1CN1CCCC2(CCN(S(C)(=O)=O)CC2)C1
  G9a block: -3%[12.7 µM]

COc1ccccc1CN1CCC2(CC1)CCN(C(=O)c1csnn1)CC2
  G9a block: 6%[12.7 µM]

N#CCCn1c(=O)c(-c2cc(F)cc(F)c2)nc2cnc(Nc3ccccc3)nc21
  G9a block: -5%[0.501 µM]

Cc1noc(C)c1C(=O)N1CCC2(CCCN(c3ccncc3)C2)CC1
  G9a block: 3%[12.7 µM]

COc1ccccc1N1CCN(CC2CN3C(=O)N(C)c4ccccc4C3=N2)CC1 (centres undefined)
  G9a block: -4%[59 µM]

CC1CC2C(C(O)C[C@]3(C)C2CC[C@]3(O)C(=O)CO)[C@]2(C)C=CC(=O)C=C12 (some centres undefined)
  G9a block: -47%[2.33 µM]

CC(C)CN1CC2(CCN(C(=O)c3csnn3)CC2)C1
  G9a block: 3%[12.7 µM]

COc1ccc(NC(=O)N2CC[C@@]3(CCCNC3)C2)cc1
  G9a block: -20%[12.7 µM]

CN1CCN(c2ncc3nc(-c4cc(F)cc(F)c4)c(=O)n(CCc4ccccc4)c3n2)CC1
  G9a block: -8%[0.501 µM]

O=C(c1csnn1)N1CCC2(CC1)CCN(c1cccc(-c3ccccc3)c1)CC2
  G9a block: -3%[12.7 µM]

CC1(C)S[C@@H]2[C@H](NC(=O)[C@@H](N)c3ccc(O)cc3)C(=O)N2[C@H]1C(=O)O
  G9a block: 47%[21.5 µM]

O=c1c(-c2cc(F)cc(F)c2)nc2cnc(N3CCNCC3)nc2n1C1CC1
  G9a block: -3%[0.501 µM]

CC1(C)C(=O)C=C[C@@]2(C)C1C=C[C@@]1(C)C2CC[C@@]2(C)C(c3ccoc3)OC(=O)C3OC312 (some centres undefined)
  G9a block: -36%[2.33 µM]

COc1ccccc1CNc1nc(-c2cccc(NS(C)(=O)=O)c2)nc2ccccc12
  G9a block: -28%[0.501 µM]

CN1CCN(c2ncc3ncc(=O)n(C[C@H]4CCCO4)c3n2)CC1
  G9a block: -9%[0.501 µM]

CN1CCN(c2ncnc3ccc(-c4ccccc4Cl)cc23)CC1
  G9a block: 18%[0.501 µM]

CC1=C(/C=C/C(C)=C/C=C/C(C)=C/C=C/C=C(C)/C=C/C=C(C)/C=C/C(=O)[C@]2(C)CC(O)CC2(C)C)C(C)(C)CC(O)C1 (some centres undefined)
  G9a block: -2%[2.33 µM]

O=C(c1ccncc1)N1CCC2(CC1)CN(C(c1ccccc1)c1ccccc1)C2
  G9a block: -2%[12.7 µM]

CN(C)c1ncc2nc(-c3cccs3)c(=O)n(CCC#N)c2n1
  G9a block: 5%[0.501 µM]

CN(C)CCCN1C(=O)C(=O)/C(=C(/O)c2ccc(OCc3ccccc3)cc2)C1c1cccnc1 (centres undefined)
  G9a block: 5%[59 µM]

CCNc1ncc2ncc(=O)n(Cc3cccs3)c2n1
  G9a block: 5%[0.501 µM]

O=c1c(O)c(-c2ccc(O)cc2)oc2ccccc12
  G9a block: -16%[2.33 µM]
